Pol eta inh: blocks human DNA polymerase eta activity. Q9Y253. recombinant Pol eta, fluorescent DNA replication assay. Potency, µM (highest dose often 114 µM), inactives show at the highest dose activity change, negative = inhibition, most hits filed as inhibitors. 1.2% of 390,000 active; also: potency is read from the fitted curve at half-maximal effect; % is scaled to controls: 0 for no effect and ±100 for the full control effect
Target sequence (Q9Y253 whole entry, looked up): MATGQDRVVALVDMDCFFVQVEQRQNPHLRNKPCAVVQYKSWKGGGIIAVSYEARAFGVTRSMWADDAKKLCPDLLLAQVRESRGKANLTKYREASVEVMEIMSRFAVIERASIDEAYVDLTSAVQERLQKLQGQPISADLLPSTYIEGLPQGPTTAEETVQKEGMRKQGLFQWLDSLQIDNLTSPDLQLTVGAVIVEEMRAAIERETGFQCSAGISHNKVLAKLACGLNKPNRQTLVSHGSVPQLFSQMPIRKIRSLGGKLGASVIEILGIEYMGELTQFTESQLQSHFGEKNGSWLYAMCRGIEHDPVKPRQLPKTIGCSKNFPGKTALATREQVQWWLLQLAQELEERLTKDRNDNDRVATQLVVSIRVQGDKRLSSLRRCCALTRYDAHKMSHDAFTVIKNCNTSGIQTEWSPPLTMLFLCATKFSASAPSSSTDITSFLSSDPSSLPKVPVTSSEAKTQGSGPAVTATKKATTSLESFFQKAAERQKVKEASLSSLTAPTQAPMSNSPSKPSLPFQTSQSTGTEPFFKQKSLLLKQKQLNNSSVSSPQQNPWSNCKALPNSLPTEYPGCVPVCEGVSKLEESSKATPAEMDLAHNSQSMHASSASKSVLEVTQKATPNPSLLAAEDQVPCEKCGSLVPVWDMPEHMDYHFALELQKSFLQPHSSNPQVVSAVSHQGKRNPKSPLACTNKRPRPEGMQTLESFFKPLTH
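Pol eta at 10 nM preincubated with compounds 15 min at room temperature; reaction started with fluorescent substrate (50 nM final) and read kinetically at 0 and 10 min.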
GRP78 ERSR act: inducers of ER stress response in human glioma cells. 0.02% of 420,000 active. U87-MG GRP78 promoter luciferase reporter, 16 h. Potency, µM, without a hit: at the top dose activation, usual class: activators; also: potency is read from the fitted curve at half-maximal effect; series mostly up to about 76 µM; % of control where 0% means no effect; nearly all actives have a fitted effect of over 35% in size
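ERSR induction read as luciferase luminescence (Bright-Glo, 10 min at room temperature) in stably transfected human U87-MG glioma cells exposed to compounds for 16 h, using GRP78 as sensor.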
APE1 inh: blocks human APE1 abasic DNA cleavage; recombinant APE1, TAMRA/BHQ-2 abasic DNA cleavage fluorescence; Potency, µM (titrated, usually from 65.8 µM), inactives show top-dose activity change, negative = inhibition, actives largely listed as inhibitors; 0.35% of 350,000 active;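 also: potency is read from the fitted curve at half-maximal effect; plate controls were vehicle for no effect and reference inhibitor for full effect; nearly all actives have a fitted effect of over 55% in size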
Target sequence (P27695 whole entry, looked up): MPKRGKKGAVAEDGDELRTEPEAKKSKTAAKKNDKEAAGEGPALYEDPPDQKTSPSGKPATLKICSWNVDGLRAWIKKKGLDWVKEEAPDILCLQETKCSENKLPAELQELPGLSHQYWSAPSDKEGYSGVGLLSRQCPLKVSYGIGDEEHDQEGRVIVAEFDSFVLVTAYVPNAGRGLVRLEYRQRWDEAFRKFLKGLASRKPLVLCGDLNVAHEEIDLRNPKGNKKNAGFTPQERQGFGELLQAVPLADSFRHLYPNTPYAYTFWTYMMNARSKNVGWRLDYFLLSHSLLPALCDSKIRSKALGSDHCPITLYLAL
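Substrate: short duplex with […] THF abasic site, 5'-TAMRA and 3'-BHQ-2, 50 nM final. APE1 at 0.75 nM, preincubated 15 min RT with compound. Fluorescence increase from first to third read measured activity.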
Pol iota inh: blocks human DNA polymerase iota activity; Q9UNA4; Pol iota fluorescent replication assay, 10 min; Potency, µM (highest dose often 115 µM), for inactives: at the highest dose activity, negative = inhibition, most hits filed as inhibitors; 1% of 390,000 active; AID 588590; also: potency is read from the fitted curve at half-maximal effect
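Pol iota at 10 nM preincubated 15 min with compounds at room temperature; reaction started with fluorescent substrate, 50 nM final. Fluorescence read kinetically at 0 and 10 min; buffer-only wells as negative control.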
Anesthetic bind: candidate novel general anesthetic via apoferritin binding | AID 485281 | 0.074% of 350,000 active | Potency, µM (titrated, usually from 77.5 µM), for inactives: at the top dose activity change, negative = displacement, actives largely listed as inhibitors | P02791 | apoferritin/1-aminoanthracene competitive binding, fluorescence; also: potency is read from the fitted curve at half-maximal effect; % is scaled to controls: 0 for no effect and ±100 for the full control effect; nearly all actives have a fitted effect of over 20% in size
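Concentration-response curves derived by four-parameter Hill fitting of normalized fluorescence, where compounds displaced 1-AMA from 10 uM horse apoferritin following a brief 10 min room-temperature incubation; propofol titration acted as positive control.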
POLK inh: inhibitors of human DNA polymerase kappa. 0.53% of 400,000 active. Potency, µM (series often up to 107 µM), for inactives: at the highest dose activity, negative = inhibition, actives largely listed as inhibitors. AID 588579. Q9UBT6. purified Pol kappa, fluorescent DNA synthesis assay, 10 min; also: potency is read from the fitted curve at half-maximal effect; % is scaled to controls: 0 for no effect and ±100 for the full control effect
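10 nM Pol kappa preincubated 15 min at room temperature with compounds, then reaction started with substrate at 50 nM final. Fluorescence read kinetically at 0 and 10 min; buffer-only wells served as negative control.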
LDHA inh: inhibitors of human lactate dehydrogenase A; P00338; 0.15% of 480,000 active; activity change, % (values are at about 110 or 230 µM); purified LDHA, NADH/diaphorase-resazurin fluorescence; active compounds read low; in the data active = activity change below about -30%; inconclusive = mostly about -25% to -30%;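 also: plate controls were DMSO wells for no effect and wells without enzyme for full effect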
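LDH5 2 nM; NADH 0.06 mM, pyruvate 0.2 mM; 200 mM Tris pH 7.4, EDTA, Tween-20; 5 min RT. Detection: diaphorase 0.133 mg/mL + resazurin 37 µM, fluorescence ex540/em590 at 0 and 20 min; normalized to enzyme-free and DMSO wells.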
BLM helicase inh: inhibitors of human Bloom syndrome helicase BLM; Potency, µM (doses to about 56.1 µM), without a hit: at the highest dose activity change, negative = inhibition, most hits filed as inhibitors; 0.2% of 350,000 active; recombinant BLM DNA unwinding, fluorescence dequenching; P54132;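 also: potency is read from the fitted curve at half-maximal effect; plate controls were vehicle for no effect and no enzyme for full effect; nearly all actives have a fitted effect of over 35% in size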
Pol beta inh: DNA polymerase beta (human) inhibition; P06746; Pol beta primer extension/strand displacement, fluorescence kinetic; Potency, µM (top dose mostly 114 µM), for the others: top-dose activity change, negative = inhibition, most hits filed as inhibitors; 1.3% of 340,000 active; also: potency is read from the fitted curve at half-maximal effect; % is scaled to controls: 0 for no effect and ±100 for the full control effect
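Pol beta (10 nM) was preincubated with compound for 15 min at room temperature. The reaction was then started with 50 nM substrate and read immediately and after a further 10 min at room temperature.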
* = called active by the depositor; ? = inconclusive; nt = not tested or not shown; & = joins results of further samples; [ ] = another dose, or the depositor's remark. Unless noted, calls follow the shape of the dose curve; as a rule, active = well fitted curve in the direction sought with a large enough effect; inconclusive = small, poorly fitted or top-dose-only effect, or another doubt; inactive = no such curve, though single readings can be large; an effect the other way counts as inactive or inconclusive. These rows are one share of the data. The share of hits here may be higher or lower than overall.

| molecule | Pol eta inh | GRP78 ERSR act | APE1 inh | Pol iota inh | Anesthetic bind | POLK inh | LDHA inh | BLM helicase inh | Pol beta inh |
| --- | --- | --- | --- | --- | --- | --- | --- | --- | --- |
| Clc1ccc(NCc2nnc3n2CCCCC3)cc1 | -14% | -4% | 9% | 9% | -3% | 1% | -6&-15 | 1% | 20% |
| COc1ccc(C(=O)COC(=O)c2ccccc2C(=O)N(C)c2ccccc2)c(OC)c1 | ? | 4% | -16% | ? | nt | -44% | -3 | nt | nt |
| CC(=O)Nc1cccc(NC(=O)CSc2n[nH]c(-c3ccccc3)n2)c1 | -10% | -1% | 14% | 3% | nt | 1% | -6 | nt | nt |
| Cn1c(=O)c2c(SCC(=O)Nc3ccccc3F)nc(C3CC3)nc2n(C)c1=O | -11% | -4% | -3% | 47%[activator] | -2% | -4% | -6 | -1% | -20% |
| COc1ccc(C2CC(c3cccs3)=NN2C(=O)CSc2nc3ccccc3s2)cc1 (stereo unspecified) | -19% | -3% | 3% | 8% | -10% | -9% | -10 | -4% | -1% |
| Cc1ccc(-c2nnc(OCCN3CCOCC3)c3ccccc23)cc1 | -3% | -1% | 3% | 7% | -15% | 7% | -3 | 2% | -3% |
| CSc1ccc(CN2CCC(Cc3ccccc3)CC2)cc1 | -13% | -2% | 37% | 30% | -2% | 7% | -5 | 1% | 0% |
| COc1ccccc1C(=O)NC1CCSc2ccccc21 (stereo unspecified) | -18% | 3% | -12% | 15% | ? | 1% | 2 | -7% | -3% |
| CC(=O)Nc1ccc(NC(=O)C(C)OC(=O)c2c(NC(C)=O)sc(C)c2C)cc1 (stereo unspecified) | -1% | -1% | -14% | -2% | nt | 3% | 0 | nt | nt |
| COc1cccc(OC)c1C(=O)OCC(=O)N(c1ccccc1)C1CCCCC1 | -4% | -3% | 9% | -13% | nt | -11% | -6 | nt | nt |

Laid out differently: results already given
> COc1ccc(C2CC(c3cccs3)=NN2C(=O)CSc2nc3ccccc3s2)cc1 (stereo unspecified)
  Pol eta inh: -19% | GRP78 ERSR act: -3% | APE1 inh: 3% | Pol iota inh: 8% | Anesthetic bind: -10% | POLK inh: -9% | LDHA inh: -10 | BLM helicase inh: -4% | Pol beta inh: -1%

> Clc1ccc(NCc2nnc3n2CCCCC3)cc1
  Pol eta inh: -14% | GRP78 ERSR act: -4% | APE1 inh: 9% | Pol iota inh: 9% | Anesthetic bind: -3% | POLK inh: 1% | LDHA inh: -6&-15 | BLM helicase inh: 1% | Pol beta inh: 20%

> CSc1ccc(CN2CCC(Cc3ccccc3)CC2)cc1
  Pol eta inh: -13% | GRP78 ERSR act: -2% | APE1 inh: 37% | Pol iota inh: 30% | Anesthetic bind: -2% | POLK inh: 7% | LDHA inh: -5 | BLM helicase inh: 1% | Pol beta inh: 0%

> COc1ccccc1C(=O)NC1CCSc2ccccc21 (stereo unspecified)
  Pol eta inh: -18% | GRP78 ERSR act: 3% | APE1 inh: -12% | Pol iota inh: 15% | Anesthetic bind: ? | POLK inh: 1% | LDHA inh: 2 | BLM helicase inh: -7% | Pol beta inh: -3%

Continued.
| molecule | Pol eta inh | GRP78 ERSR act | APE1 inh | Pol iota inh | Anesthetic bind | POLK inh | LDHA inh | BLM helicase inh | Pol beta inh |
| --- | --- | --- | --- | --- | --- | --- | --- | --- | --- |
| COc1cccc(N(CC(=O)NCCN2CCOCC2)S(=O)(=O)c2ccccc2)c1 | -7% | -6% | 6% | 14% | nt | -11% | -1 | nt | nt |
| COc1ccc(/C=N/NC(=O)c2nnn(-c3nonc3N)c2-c2cccs2)c(OC)c1 | -10% | -7% | 55%[activator] | 8% | 104%[activator] | 1% | -1 | -2% | 11% |
| O=C(NCc1nc(-c2ccccc2)no1)c1ccc(Br)o1 | -8% | 2% | 11% | 20% | -13% | -1% | -9 | -6% | 20% |
| CN1CCN(c2cc(=O)n(Cc3ccc(F)cc3)c(=O)[nH]2)CC1 | -7% | -3% | 2% | 0% | -5% | -27% | -5 | -1% | -13% |
| Cc1ccc(SCCNC(=S)Nc2cc(C)ccc2C)cc1 | -17% | -1% | -2% | ? | 10% | -11% | 1 | -11% | 7% |
| O=C(CN1C(=O)C2(SCC(=O)N2c2ccccc2)c2ccccc21)NCc1ccccc1 (stereo unspecified) | 3% | -4% | nt | 12% | 0% | 12% | -2 | -3% | 43% |
| COc1cc(OC)cc(-c2cc3nc(C)c(CCC(=O)Nc4ccc(F)c(Cl)c4)c(C)n3n2)c1 | -14% | -10% | nt | 19% | -7% | -13% | 5 | -4% | 5% |
| CCOc1ncccc1C(=O)N1CCN(C(=O)c2ccccc2)CC1 | 3% | -5% | 0% | 127%[activator] | -2% | -14% | -5 | 6% | 38% |
| CSc1ccc(C(=O)C2CCCN(C(=O)c3csc(C(C)=O)c3)C2)cc1 (stereo unspecified) | -15% | 0% | 23% | 22% | -7% | -2% | -11 | -2% | 25% |
| Cc1c(NC(=O)CN(c2ccccc2)S(=O)(=O)c2ccc(F)cc2)c(=O)n(-c2ccccc2)n1C | -1% | -2% | -7% | 25% | -5% | -8% | -1 | -2% | 38% |
| ClC/C=C/C[n+]1ccccc1Cl | nt | 0% | nt | 0% | nt | -13% | -18 | nt | nt |
| CCOC(=O)C1(Cc2ccc(OC)cc2)CCN(C(=O)C2CC(=O)N(C3CC3)C2)CC1 (stereo unspecified) | -20% | 3% | 2% | 27% | 2% | 2% | -6 | -1% | -8% |
| O=C(NC1CC1)C1CCN(C2CCN(C(=O)Cc3ccc(F)cc3)CC2)CC1 | -16% | 4% | 9% | 5% | 2% | 4% | 1 | 1% | 43% |
| CS(=O)(=O)c1ccc2nc(NC(=O)CN3CCOCC3)sc2c1 | 6% | -1% | 47%[activator] | 4% | -11% | -2% | -11 | -5% | -12% |
| NC(=O)c1nsc(C(=O)N(CC(=O)NC2CCCCC2)Cc2ccc3c(c2)OCO3)c1N | nt | -5% | nt | -19% | nt | -20% | -6 | nt | nt |
| COC(=O)c1cc(=O)n(Cc2ccc(OC)c(OC)c2)c(=Nc2ccc(F)cc2)s1 | -5% | -3% | 10% | 19% | ? | 0% | -4 | -17% | 0% |
| CC1CCCN(S(=O)(=O)c2ccc(NC(=O)C3CC(=O)N(c4ccccc4)C3)cc2)C1 (stereo unspecified) | -9% | 1% | -15% | 107%[activator] | -7% | -7% | -10 | -13% | -4% |
| O=C1C2CCCN2C(=S)N1c1cc(Cl)ccc1Cl (stereo unspecified) | -20% | 0% | 44% | 19% | nt | -5% | -3 | nt | nt |
| COc1ccccc1NC(=S)NCc1ccccc1 | -12% | -1% | 17% | 11% | -9% | 4% | -6 | 1% | 24% |
| CC(=O)N1c2ccc(S(=O)(=O)NCCC(=O)Nc3cccc(Cl)c3)cc2CC1C (stereo unspecified) | -7% | -6% | -5% | 1% | -11% | -10% | 1 | 0% | 3% |

Next part, starting with the last 2 of the part before.
| molecule | Pol eta inh | GRP78 ERSR act | APE1 inh | Pol iota inh | Anesthetic bind | POLK inh | LDHA inh | BLM helicase inh | Pol beta inh |
| --- | --- | --- | --- | --- | --- | --- | --- | --- | --- |
| COc1ccccc1NC(=S)NCc1ccccc1 | -12% | -1% | 17% | 11% | -9% | 4% | -6 | 1% | 24% |
| CC(=O)N1c2ccc(S(=O)(=O)NCCC(=O)Nc3cccc(Cl)c3)cc2CC1C (stereo unspecified) | -7% | -6% | -5% | 1% | -11% | -10% | 1 | 0% | 3% |
| c1cnn(-c2cc(N3CCOCC3)ncn2)c1 | -3% | 4% | 1% | 12% | 3% | -18% | -1 | -4% | 7% |
| COC1=CC(=O)C=C(OC)C1=O | -12% | -11%&-12% | -1% | ? | 2% | -7% | 18 | -9% | nt |
| CNc1nc(N/N=C/c2ccc([N+](=O)[O-])cc2)nc(Nc2ccccc2)n1 | ? | 1% | 3% | -1% | -20% | -11% | -6 | -11% | 0% |
| CCCCOc1ccc(C(=O)N(Cc2ccco2)C2CCS(=O)(=O)C2)cc1 (stereo unspecified) | 0% | -3% | 44% | -7% | 6% | 10% | -3 | -3% | -2% |
| CC(C)Cn1c(=O)c2ccccc2n2c(CCC(=O)NCc3ccccc3Cl)nnc12 | -21% | -3% | nt | 38%[activator] | 0% | 1% | -2 | -2% | -1% |
| Cc1ccc(NC(=O)c2oc3ccccc3c2NC(=O)c2ccccc2C)cc1 | -27% | 0% | nt | 41%[activator] | -3% | 1% | -2 | -5% | 2% |
| COc1ccc(CNC(=O)C2CCN(S(=O)(=O)c3ccc4c(c3)C(C)(C)C(=O)N4C)CC2)cc1 | -8% | 0% | 39% | ? | -17% | -11% | -7 | -1% | -7% |
| COc1cccc(S(=O)(=O)NCc2ccc(C(=O)Nc3ccc(Cl)c(Cl)c3)cc2)c1 | 0% | -2% | 3% | 8% | -24% | -10% | -7 | 0% | 6% |
| Nc1nc2c(ncn2[C@@H]2O[C@H](COP(=O)(O)OP(=O)(O)O)[C@@H](O)[C@H]2O)c(=O)[nH]1 | nt | 0% | 0% | nt | 7% | 5%[19.4 µM] | nt | nt | nt |
| C=CC1CN(CC(=O)OC)S(=O)(=O)c2ccccc21 (stereo unspecified) | -11% | -5%&-4% | 1%&16% | 3%&1% | 3%&4% | 2%&14% | 0 | 6%&-1% | 4% |
| CN(C)/C=C/C(=O)/C=C/c1cn(-c2ncc(C(F)(F)F)cc2Cl)c2ccccc12 | -17% | 0% | ? | 8% | -15% | -21% | 0 | -8% | 25µM* |
| Clc1cncc(Cl)c1N/N=C/c1ccncc1 | -3% | -3% | 0% | 31%[activator] | 1% | -3% | -8 | -9% | 2% |
| CC1CN(C(=O)C(C)N2C(=O)c3ccccc3C2=O)CC(C)O1 (stereo unspecified) | -14% | -3% | 12% | 36%[activator] | -7% | -1% | 2 | -1% | 4% |
| Cc1cc(Br)ccc1NC(=O)c1sc2ncn(CC(=O)N3CCN(c4ccccn4)CC3)c(=O)c2c1C | -10% | -1% | 11% | 25% | -5% | 1% | -1 | -4% | 1% |
| O=c1[nH]nc(Br)c(=O)n1C(c1ccccc1)c1ccccc1 | -18% | -1% | nt | 14% | nt | -8% | -3 | nt | nt |
| CCCSc1nnc2[nH]c(=O)cc(C)n12 | -19% | -4% | nt | 4% | -4% | -4%[60.1 µM] | -1 | -3% | 5% |

Screens from PubChem BioAssay.
